From PubChem BioAssay
CHO-K1 Ca antag: M1 antagonist counterscreen hit in parental CHO-K1 cells | 360,000 compounds, 0.6% hits | inhibition, % at 3 µM | ATP-induced calcium, Fluo-8 fluorescence;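 active means inhibition above a per-plate cutoff, the plate's mean sample inhibition plus 3 SD, cut at about 24% in these data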;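 further: 0% = DMSO plus EC80 ATP and 100% = DMSO alone without ATP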
GPR7 antagonist: GPR7 receptor antagonists, primary screen, cell-based, fluorescence, single concentration | GPR7-expressing cells, fluorescence antagonist assay | inhibition, % at 4.4 µM | 290,000 compounds, 1.1% hits | AID 1861, 2009; in the data active means inhibition above about 16%, passing the limit was not always enough;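 further: cells stimulated with the agonist NPW; 0% = agonist with vehicle and 100% = vehicle without agonist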
Target sequence (P48145 whole entry, looked up): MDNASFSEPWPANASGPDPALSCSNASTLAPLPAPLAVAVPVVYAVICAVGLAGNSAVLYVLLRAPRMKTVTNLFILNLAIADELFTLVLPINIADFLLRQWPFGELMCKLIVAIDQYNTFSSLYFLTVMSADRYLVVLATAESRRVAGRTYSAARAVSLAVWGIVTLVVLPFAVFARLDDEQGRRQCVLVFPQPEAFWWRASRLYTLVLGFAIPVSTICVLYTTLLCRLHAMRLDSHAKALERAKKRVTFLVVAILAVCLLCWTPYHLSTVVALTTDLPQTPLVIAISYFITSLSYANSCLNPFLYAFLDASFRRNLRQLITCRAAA
V1aR counter: agonists of human V1a receptor, primary screen, counter-screen for OXTR agonist project, fluorescence, CHO-V1R cells | Vasopressin V1a receptor (Homo sapiens), P37288 | Fluo-8 calcium fluorescence, agonist mode; 0% DMSO, 100% 3 nM vasopressin | activation, % at 3 µM | 320,000 compounds, 0.25% hits | AID 2797, 2010;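 active means activation above the mean activation of all tested compounds plus 3 SD, per screening run, cut at about 20% in these data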;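 further: signal is peak over basal fluorescence ratio across a 100 second FLIPR read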
OXTR ag: human OXTR agonists, primary screen, fluorescence, CHO-OTR cells, Fluo-8 calcium; Oxytocin receptor (Homo sapiens), P30559; Fluo-8 calcium fluorescence; normalized: DMSO 0%, oxytocin 100%; activation, % at 3 µM; 320,000 compounds, 0.32% hits;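 active means activation above the mean of all tested compounds plus 3 SD, cutoff set per screening run, cut at about 20% in these data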;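 further: peak over basal fluorescence ratio from a 100 s FLIPR kinetic read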
Target sequence (P30559 whole entry, looked up): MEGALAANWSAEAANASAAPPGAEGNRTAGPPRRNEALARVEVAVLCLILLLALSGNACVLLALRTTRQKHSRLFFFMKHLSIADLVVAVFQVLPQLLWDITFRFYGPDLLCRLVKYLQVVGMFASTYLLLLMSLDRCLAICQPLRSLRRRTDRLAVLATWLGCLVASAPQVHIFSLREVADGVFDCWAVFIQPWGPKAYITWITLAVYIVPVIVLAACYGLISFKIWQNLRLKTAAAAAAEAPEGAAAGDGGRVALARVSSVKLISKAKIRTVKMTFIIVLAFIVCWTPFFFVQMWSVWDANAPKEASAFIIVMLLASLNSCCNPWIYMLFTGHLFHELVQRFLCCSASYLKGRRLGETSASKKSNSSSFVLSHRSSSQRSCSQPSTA
CHO parental Ca: ATP-evoked calcium signal inhibitors, parental CHO, primary screen, counter-screen for OX1R antagonist project, cell-based, fluorescence, Fluo-8 calcium dye | parental CHO-K1, ATP-induced calcium, Fluo-8 fluorescence | 330,000 compounds, 0.63% hits | inhibition, % at 5.6 µM | AID 463079, 2010;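 active means inhibition above that plate's mean sample inhibition plus 3 SD, cut at about 26% in these data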;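 further: 0% = ATP-challenged DMSO wells and 100% = DMSO wells without ATP; some compounds past the cut are filed as inactive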
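Test system: untransfected parental CHO cell line. Compound: one dose, 5.6 µM nominal. Detection: intracellular calcium via Fluo-8 no-wash fluorescent dye. Measure: % inhibition. Benchmarks: ATP-challenged DMSO wells low, unchallenged DMSO wells high.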
M1 ag parental: counter-screen for M1 agonists: effect in parental CHO-K1 cells. Fluo-8 calcium fluorescence; scaled to maximal ATP response, vehicle zero. AID 602248, 2012. 360,000 compounds, 0.48% hits. activation, % at 3 µM; in the data active means activation above about 15%;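 further: untransfected CHO-K1 host cells lacking M1 receptor as counterscreen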
M1 PAM parental: nonselective calcium activators in parental CHO-K1 cells, primary screen, counter-screen for M1 PAM project, cell-based, Fluo-8 calcium fluorescence, full deck, 1536-well; ATP EC20; 0% at ATP EC20, 100% at ATP max; activation, % at 3 µM; 360,000 compounds, 0.02% hits; AID 602247, 2012;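 active means activation above the run cutoff, the mean activation of all test compounds plus 3 SD, cut at about 40% in these data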;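 further: peak over basal fluorescence ratio in a 140 s read after ATP addition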
OXTR potentiator: human OXTR potentiators, primary screen, fluorescence, CHO-OTR cells, Fluo-8 calcium; activation, % at 3 µM; Fluo-8 calcium fluorescence, potentiator mode; 0% = oxytocin EC15, 100% = EC100; 320,000 compounds, 0.061% hits; Oxytocin receptor (Homo sapiens), P30559; AID 2445, 2010;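 active means activation above that plate's cutoff, the mean activation of tested compounds plus 3 SD, cut at about 6.6% in these data, passing the limit was not always enough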;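 further: 100% uses oxytocin at 75 nM as the full agonist control; some results filed as inactive read as strong as hits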
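System: human OTR in CHO cells; Also added: sub-maximal oxytocin, roughly EC15; Timing: compound 6 min at room temperature before oxytocin, 100 s read; Technique: Fluo-8 intracellular calcium fluorescence, ex 470-495, em 515-575 nm; Controls: oxytocin EC15 low and EC100 high; Replication: singlicate.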
TAAR1 antag: human TAAR1 antagonists, primary screen, Fluo-8 calcium fluorescence, CHO RD-HGA16 cells | 360,000 compounds, 1.5% hits | antagonist | Trace amine-associated receptor 1 (Homo sapiens), Q96RJ0 | AID 624466, 2012 | inhibition, % at 3 µM;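 active means inhibition above a per-plate cutoff, the mean inhibition of test compounds on that plate plus 3 SD, cut at about 49% in these data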;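 further: 0% = DMSO plus EC80 beta-PEA response and 100% = DMSO alone without agonist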
Target sequence (Q96RJ0 whole entry, looked up): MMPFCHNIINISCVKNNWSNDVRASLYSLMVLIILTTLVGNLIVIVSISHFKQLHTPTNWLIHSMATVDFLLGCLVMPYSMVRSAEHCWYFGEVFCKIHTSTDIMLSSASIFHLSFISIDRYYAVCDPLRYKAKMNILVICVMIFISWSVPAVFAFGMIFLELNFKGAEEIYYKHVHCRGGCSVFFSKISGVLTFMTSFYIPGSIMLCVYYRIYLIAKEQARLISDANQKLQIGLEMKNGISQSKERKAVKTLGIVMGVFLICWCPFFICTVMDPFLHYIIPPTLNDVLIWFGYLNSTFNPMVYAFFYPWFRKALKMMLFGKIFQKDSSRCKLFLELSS
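System: CHO RD-HGA16 cells bearing hTAAR1. Reagent: EC80 β-phenethylamine stimulus. Schedule: seeding 17-24 h prior, 75-min 37 °C, 30-min RT dye loading. Signal: Fluo-8 intracellular calcium dye fluorescence, real-time kinetic reads. Read-out: % inhibition from peak post-agonist over basal fluorescence ratio. Benchmarks: vehicle wells and EC80 agonist wells. Replicates: n of 1.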
* = called active by the depositor; nt = no result given; & = joins results of further samples; ! = a repeat was not active. This is a random part of the collection, and some 3.5% of all compounds hit somewhere here.

SMILES | CHO-K1 Ca antag | GPR7 antagonist | V1aR counter | OXTR ag | CHO parental Ca | M1 ag parental | M1 PAM parental | OXTR potentiator | TAAR1 antag
NC(=O)CC(NC(=O)c1ccc(Br)cc1)c1ccc(NC2CCCCC2)c([N+](=O)[O-])c1 (stereo unspecified) | -8 | -10 | -0.6 | -1.0 | -16 | 0.9 | 13 | 1 | -18
CC(=O)c1cccc(S(=O)(=O)N2CCC(C(=O)NC3CCCC3)CC2)c1 | -10 | nt | nt | nt | nt | 1.0 | -8 | nt | -27
CCCCCNC(=O)CC1Nc2c3ccccc3nc(=S)n2C1=O (stereo unspecified) | -12 | -9 | 0.3 | 0.3 | -5 | 0.4 | 13 | -1 | -5
CC1CCCC(C)N1C(=O)COC(=O)CNC(=O)c1ccccc1F (stereo unspecified) | 1 | nt | 0.4 | 0.7 | -5 | 0.2 | 7 | -3 | 2
O=C(COc1ccc([N+](=O)[O-])cc1Cl)Nc1ccc2[nH]c(=O)[nH]c2c1 | -3 | nt | 0.3 | 0.7 | -8 | -0.1 | -3 | 3 | -12
O=C(O)c1cc(-c2ccc(Cl)s2)nc2ccccc12 | -6 | -10 | 0.6 | 0.1 | -4 | 4.0 | 15 | 2 | -9
Cc1ccc2oc(C(=O)N(Cc3ccncc3)CC3CCCO3)c(C)c2c1 (stereo unspecified) | -3 | -9 | -0.1 | -0.4 | -9 | 1.1 | 15 | -2 | -12
CCOC(=O)C(C)Sc1nc(-c2ccco2)cc(C(F)(F)F)c1C#N (stereo unspecified) | -10 | -4 | -1.0 | -1.2 | -18 | 0.8 | 14 | -6 | 9
CCCN(CC(=O)Nc1ccccc1C)C(=O)c1ccc(N2CCOCC2)c([N+](=O)[O-])c1 | 8 | nt | 3.7 | -0.2 | -14 | 0.3 | 8 | -3 | -23
Cc1cc(C(F)F)n2ncc(C(=O)NCCc3ccccc3Cl)c2n1 | -9 | -9 | -1.6 | 1.3 | -17 | 1.8 | 16 | -8 | 14
N#CC(=C=[N-])c1nc2ccccc2nc1-[n+]1ccccc1 | -11&-12 | -4&-13 | -0.5&-0.3 | 0.9&0.8 | -1&-4 | 1.6&-0.2 | 16&6 | -5&-7 | -2&4
Cc1onc(-c2ccccc2Cl)c1C(=O)Nc1sc2c(c1C(N)=O)CCC(C)C2 (stereo unspecified) | -4 | -9 | -1.0 | -1.7 | -21 | 0.5 | 16 | -9 | -12
O=C(Nc1ccccc1)c1cc(C2COCCN2C(=O)c2cccs2)on1 (stereo unspecified) | -4 | nt | nt | nt | nt | 1.3 | 16 | nt | -6
CCn1c(SCc2nc3ccccc3c(=O)[nH]2)nnc1C(C)NC(=O)c1ccccc1F (stereo unspecified) | 11 | -8 | -0.5 | -0.8 | -20 | -0.8 | -15 | -5 | -12
NC(=O)CSc1oc(-c2ccc(F)cc2)nc1S(=O)(=O)c1ccccc1 | 9 | -7 | -0.6 | -0.7 | -12 | 0.9 | -5 | -2 | 14
Cc1ccc(S(=O)(=O)Nc2cccc(C(=O)NCC(c3ccc(F)cc3)N3CCOCC3)c2)cc1 (stereo unspecified) | -7 | nt | 0.3 | 1.9 | -17 | 0.1 | -6 | -2 | 4
COc1ccc(C(=O)NCC(=O)N2CCN(C(=O)c3ccco3)CC2)cc1[N+](=O)[O-] | -14 | nt | 0.0 | 0.0 | -6 | 0.6 | 11 | -2 | -2
O=C(Nc1ccc2nc(-c3ccco3)c(-c3ccco3)nc2c1)NC1CC1 | -7 | -1 | nt | nt | nt | -0.4 | 10 | nt | nt
CC(C)C1S/C(=N/N=C/c2ccco2)NC1=O (stereo unspecified) | -13 | -18 | 1.5 | 0.4 | -3 | -0.2 | 0 | -5 | 0
CCCCN(CC)C(=O)c1cc2cc3ccc(OC)cc3nc2o1 | 25* | -7 | 0.5 | -2.1 | -16 | 0.8 | -20 | -18 | 8
Cc1ccc(S(=O)(=O)N(C)C[C@H]2Oc3cc(C#Cc4ccccc4)ccc3S(=O)(=O)N([C@H](C)CO)C[C@@H]2C)cc1 | 3 | nt | nt | nt | nt | 1.5 | 14 | nt | -5
Cc1ccc(C)c(S(=O)(=O)N(C)C2CCS(=O)(=O)C2)c1 (stereo unspecified) | -3 | nt | 0.0 | -0.4 | 4 | 1.1 | -5 | -8 | -2
CCn1nc(C)c(/C=N/NC(=O)Cn2nnnc2N)c1C | -3 | -13 | 0.2 | -0.1 | -3 | 0.8 | 5 | 0 | -16
CC(C)(C)NC(=O)C(OC(=O)c1cccs1)c1ccc(C#N)cc1 (stereo unspecified) | -15 | -6 | -1.9 | -1.7 | -2 | 0.2 | 23 | -3 | -23
CC(C)CCn1c(CN2CCN(Cc3ccccc3)CC2)nc2c1c(=O)[nH]c(=O)n2C | -4 | -10 | -0.2 | 0.2 | -16 | 0.1 | 17 | 6 | 2
OC(CSc1c(Cl)cccc1Cl)CN1CCN(c2ccccc2F)CC1 (stereo unspecified) | -9 | 8 | 1.2 | -0.2 | -27 | 4.7 | 24 | -10 | 14
Cc1ccc(CN2C(=O)CCC2C(=O)NCc2ccccc2Cl)cc1 (stereo unspecified) | -8 | 1 | -0.5 | -0.4 | -20 | 0.8 | 10 | -13 | -10
Cc1cc(/C=c2\sc3nc4ccccc4n3c2=O)c(C)n1-c1ccc(C(=O)O)cc1 | -6 | 13 | nt | nt | nt | 0.2 | 17 | nt | 10
O=C(Nc1ccccc1)c1ccc2c(c1)CCN2S(=O)(=O)c1ccccc1 | 6 | -2 | 2.4 | 0.3 | -5 | 1.8 | -25 | -6 | -6
O=C(COc1ccc(Cl)cc1)N1CCN(S(=O)(=O)c2ccc(Cl)cc2)CC1 | -11 | -3 | 5.9 | 4.6 | -11 | -0.4 | 15 | -1 | 8
Clc1ccc(C=Cc2ccccn2)cc1 | -18 | nt | nt | nt | nt | 0.7 | 17 | nt | 3
CC(C)c1ccc(N(C(=O)c2csnn2)C(C(=O)NC(C)(C)C)c2cccnc2)cc1 (stereo unspecified) | -4 | 2 | -0.6 | -0.5 | -32 | -0.5 | 1 | 0 | -14
CC(=O)Nc1cc(-c2ccc(N3CCN(C)CC3)cc2)cn2c(-c3ccccc3)cnc12 | -6 | nt | nt | nt | nt | 1.1 | 8 | nt | 5
NS(=O)(=O)c1ccc(CNC(=S)NC2CCCCC2)cc1 | -7 | -13 | 1.0 | 0.9 | -4 | 0.3 | 2 | -5 | 0
COc1cc(OC)c(C(=O)N(CCc2ccccc2)Cc2ccccc2)cc1OC | -5 | -6 | 1.3 | -1.0 | -33 | 8.5 | 19 | -11 | 10
CC1CCC(C(C)C)C(OC(=O)Cn2c(-c3ccc(Br)cc3)[n+](C)c3ccccc32)C1 (stereo unspecified) | 7&19 | 74* | 0.1&0.8 | -0.9&-1.6 | 30*! | 2.6&3.0 | 20&-10 | 0&-14 | 6&12
COc1cccc2sc3cc(C#CC4(O)CCCCC4)ccc3c(=O)c12 | -6 | nt | 1.0 | -0.2 | -4 | 2.7 | 13 | -3 | 39
CC1(C)COC(c2cc([N+](=O)[O-])ccc2Cl)=N1 | -4 | -3 | 0.1 | -0.5 | 6 | 0.4 | 20 | -8 | -9
N#CCC(=O)Nc1ccc(C(=O)OCC(=O)NCc2ccc3c(c2)OCO3)cc1 | 0 | nt | -0.1 | 1.2 | -5 | 1.5 | 3 | -8 | 1
COC(=O)c1ccc2ccccc2c1OC1OC(CO)C(O)C(O)C1NC(C)=O (stereo unspecified) | -13 | -18 | 0.0 | -1.0 | 3 | 0.6 | 16 | 4 | 0
O=C(COC(=O)CCCN1C(=O)c2ccccc2C1=O)Nc1cc(Cl)cc(Cl)c1 | 14 | -5 | 5.0 | 0.1 | -8 | 13 | 11 | -16 | 15
COc1cc(C)ccc1OCc1cc(C(=O)N2C[C@H]3CC[C@H]2C3)no1 | -16 | 3 | 1.0 | -1.6 | -4 | 1.4 | 17 | -12 | 102*
CC(C)C[C@H]1CN(CCCC[C@@H]2CNC(=O)C(=O)N2CC2CCCCC2)C(=O)C(=O)N1CCc1ccc(O)cc1 | -8 | nt | nt | nt | nt | 0.7 | 2 | nt | 1
O=C(OCC(=O)N1CCN(C(=O)c2ccco2)CC1)c1cccc(F)c1 | -2 | nt | 0.3 | 0.4 | 3 | -0.4 | -13 | -6 | -7
O=C(COC(=O)c1cncc(Br)c1)Nc1nnc(-c2ccccc2)o1 | -13 | -15 | 0.3 | 0.6 | -14 | 1.3 | 17 | 0 | -12
C#CCN1C(=O)C(O)(CC(=O)c2ccc3c(c2)OCCO3)c2ccccc21 (stereo unspecified) | 0 | -5 | 0.4 | 1.9 | -7 | 1.2 | 18 | -5 | -8
CC(=O)Oc1ccc(C)cc1N1C(=O)c2ccc(C(=O)O)cc2C1=O | -1 | -9 | 0.3 | 1.0 | -7 | 0.4 | 18 | 1 | -12
O=C(CSc1nnc(CNC(=O)c2c(F)cccc2F)o1)c1ccc(Cl)cc1 | -14 | nt | nt | nt | nt | 9.7 | 9 | nt | 9
CCC(C)N1CCN(S(=O)(=O)c2ccc(NC(C)=O)cc2)CC1 (stereo unspecified) | -18 | 1 | -0.2 | 0.4 | -10 | 0.9 | 12 | -6 | 20
COc1cccc(C(=O)Nc2cc(C(=O)NCc3ccc(C)cc3)ccc2N2CCC3(CC2)CC(c2ccccc2)=NO3)c1 | -15 | 12 | -0.3 | -0.3 | -18 | 0.4 | 13 | 0 | 14
Cc1cc2c(cc1S(=O)(=O)N1CCCC1)n(C)c(=O)c(=O)n2C | 10 | -8 | 0.3 | 0.9 | -8 | 0.0 | 3 | 6 | -17
O=C(COC(=O)C12CC3CC(CC(C3)C1)C2)Nc1ncc(Cl)cc1Cl | 9 | -3 | -1.1 | -1.7 | -8 | 0.7 | 8 | -3 | 5
